From PubChem BioAssay
TRb SRC2 PPI: qHTS for Inhibitors of the Interaction of Thyroid Hormone Receptor and Steroid Receptor Coregulator 2; Potency, µM (series often up to 106 µM), inactives show at the top dose activity change, negative = inhibition, actives largely listed as inhibitors; TRbeta-SRC2 peptide binding, fluorescence polarization; receptor liganded with 1 µM T3; hit rate 0.065% among 280,000;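 note: potency is the fitted concentration of half-maximal effect; plate controls were bound peptide for no effect and peptide without receptor for full effect; nearly all actives have a fitted effect of over 50% in size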
Target sequence (P10828 whole entry, looked up): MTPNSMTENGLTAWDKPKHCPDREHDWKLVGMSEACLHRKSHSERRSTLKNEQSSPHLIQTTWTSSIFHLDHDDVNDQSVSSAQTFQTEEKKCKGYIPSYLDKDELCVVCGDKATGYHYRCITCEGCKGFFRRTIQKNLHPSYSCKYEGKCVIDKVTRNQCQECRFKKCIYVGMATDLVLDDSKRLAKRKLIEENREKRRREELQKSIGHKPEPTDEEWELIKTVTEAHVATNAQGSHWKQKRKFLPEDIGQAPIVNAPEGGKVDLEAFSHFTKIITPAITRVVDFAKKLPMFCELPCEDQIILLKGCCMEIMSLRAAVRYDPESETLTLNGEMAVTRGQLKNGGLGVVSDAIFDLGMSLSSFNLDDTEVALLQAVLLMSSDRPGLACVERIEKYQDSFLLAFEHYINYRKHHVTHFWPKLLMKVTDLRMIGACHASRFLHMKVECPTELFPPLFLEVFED
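TRb LBD 0.6 uM + Texas Red SRC2 peptide 20 nM, 1 uM T3, Tris buffer w/ 5% DMSO; compound pinned, 5 h RT; FP read ex 555/em 632; normalized to unbound and bound controls.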
Epigenetic derep: Quantitative High-Throughput Screen for Regulators of Epigenetic Control | Potency, µM (series often up to 53.9 µM), inactives show at the highest dose GFP activation, usual class: activators | murine LDR cells, GFP reporter derepression, 30 h | hit rate 0.2% among 280,000; note: potency is the fitted concentration of half-maximal effect; % of control where 0% means no effect; nearly all actives have a fitted effect of over 60% in size
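Derepression of a silenced CMV-GFP reporter in murine LDR cells is scored by enumerating GFP-positive cells with a laser-scanning microplate cytometer after 30 hours of treatment at 37 C.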
GLA spleen mod: qHTS Assay for Inhibitors and Activators of Human alpha-Galactosidase From Spleen Homogenate; Potency, µM (highest dose often 80 µM), for inactives: top-dose activity change, negative = inhibition, actives largely listed as inhibitors; human spleen homogenate, 4MU-alpha-Gal fluorescence, 40 min; AID 2107, 2009; Alpha-galactosidase A (Homo sapiens), P06280; hit rate 0.008% among 240,000;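 note: potency is the fitted concentration of half-maximal effect; 0% = enzyme with vehicle and -100% = no enzyme basal signal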
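qHTS titration in buffer at pH 5.0. Alpha-galactosidase activity in spleen homogenate was measured via 4-methylumbelliferone release from 1 mM fluorogenic substrate after 40 min at 37C and a pH 10 stop. AC50 came from Hill fits of control-normalized data.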
NPSR antagonist: qHTS Assay for Antagonists of the Neuropeptide S Receptor: cAMP Signal Transduction | Q6W5P4 | CHO-NPSR cells, cAMP TR-FRET, antagonist mode | Potency, µM (doses to about 38.3 µM), for inactives: top-dose activity change, negative = inhibition, usual class: inhibitors | hit rate 1% among 220,000 | AID 1461, 2008; note: potency is the fitted concentration of half-maximal effect; % is set by controls: 0 for no effect and ±100 for the full control effect; nearly all actives have a fitted effect of over 50% in size; many of its hits are not listed in these tables
Target sequence (Q6W5P4 whole entry, looked up): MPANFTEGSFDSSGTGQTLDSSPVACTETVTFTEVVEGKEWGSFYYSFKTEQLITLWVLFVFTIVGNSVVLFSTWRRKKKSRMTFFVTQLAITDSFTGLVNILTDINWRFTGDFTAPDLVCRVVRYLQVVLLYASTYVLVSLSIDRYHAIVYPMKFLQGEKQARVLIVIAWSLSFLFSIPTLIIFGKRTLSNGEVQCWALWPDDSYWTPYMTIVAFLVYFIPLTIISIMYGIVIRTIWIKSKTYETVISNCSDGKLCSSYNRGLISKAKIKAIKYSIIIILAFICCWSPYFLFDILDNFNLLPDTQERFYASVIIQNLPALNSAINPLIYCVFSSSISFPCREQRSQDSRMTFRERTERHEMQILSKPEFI
Tau fibril FP: qHTS for Inhibitors of Tau Fibril Formation, Fluorescence Polarization; Microtubule-associated protein tau (Homo sapiens), P10636; K18 P301L tau heparin fibrillization, Alexa594 FP, 6 h; Potency, µM (titrated, usually from 57.7 µM), for inactives: top-dose activity, negative = inhibition, usual class: inhibitors; hit rate 0.39% among 280,000; note: potency is the fitted concentration of half-maximal effect; % is set by controls: 0 for no effect and ±100 for the full control effect; nearly all actives have a fitted effect of over 55% in size
Target sequence (P10636 561-689 P618L limits assumed): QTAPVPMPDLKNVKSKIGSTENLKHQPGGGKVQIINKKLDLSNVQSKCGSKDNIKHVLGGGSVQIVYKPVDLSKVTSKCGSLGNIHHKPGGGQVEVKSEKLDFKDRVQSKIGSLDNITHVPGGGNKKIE
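Human tau K18 […] P301L fragment, 15 uM unlabeled plus 0.24 uM Alexa 594-labeled tau (final), with compound and 20 uM heparin in 100 mM sodium acetate pH 7; 6 hr at 37 C, then Alexa 594 FP read.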
Tau fluor cs: Counterscreen qHTS for Inhibitors of Tau Fibril Formation, Fluorescence Polarization; tau K18 P301L Alexa594 fluorescence, heparin fibrillization; hit rate 0.93% among 280,000; Potency, µM (top dose mostly 57.7 µM), inactives show at the top dose activity change, negative = decrease; note: potency is the fitted concentration of half-maximal effect; % is set by controls: 0 for no effect and ±100 for the full control effect; nearly all actives have a fitted effect of over 55% in size
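Human tau K18 P301L (15 uM unlabeled, 0.24 uM Alexa 594-labeled) in 100 mM sodium acetate pH 7 with 20 uM heparin, 6 hr at 37 C. ThT 30 uM added, 1 hr ambient; Alexa 594 FP and total fluorescence read at 555/632 nm.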
CBFb-RUNX1 inh: qHTS Assay for Compounds Blocking the Interaction Between CBF-beta and RUNX1 for the Treatment of Acute Myeloid Leukemia; AlphaScreen CBFb-His/RUNX1-biotin binding, biochemical; Potency, µM (top dose mostly 59.8 µM), for inactives: at the top dose activity, negative = inhibition, actives largely listed as inhibitors; 230,000 tested, under 10 active; note: % of control where 0% means no effect
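His-tagged CBF-beta and biotinylated RUNX1 (30 nM each) were premixed 20 min at room temperature, exposed to compound for 15 min, then given nickel-chelate and streptavidin AlphaScreen beads (50 ng each). After 90 min, AlphaScreen signal was read.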
TexasRed fluor: Total Fluorescence Counterscreen for Inhibitors of the Interaction of Thyroid Hormone Receptor and Steroid Receptor Coregulator 2 | Potency, µM (series often up to 106 µM), for inactives: top-dose fluorescence change, negative = quenching | hit rate 0.29% among 280,000 | TRb/SRC2 Texas Red total fluorescence interference; active = well fitted curve in either direction with a large enough effect; inconclusive = small, poorly fitted or top-dose-only effect; note: potency is the fitted concentration of half-maximal effect; % is set by controls: 0 for no effect and ±100 for the full control effect
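Flags fluorescent or light-absorbing compounds by total fluorescence, S + 2P, at 555 nm excitation and 632 nm emission. Mixture: 20 nM Texas Red SRC2 peptide, 0.6 uM human TRb LBD, 1 uM T3, 5% DMSO; compound exposure 5 h at ambient temperature.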
Starred values were filed as active, the others as inactive; ? = inconclusive; nt = no result given; [ ] = dose if it differs, or a comment. Unless noted, calls come from the whole dose curve; as a rule, active = well fitted curve in the direction sought with a large enough effect; inconclusive = small, poorly fitted or top-dose-only effect, or another doubt; inactive = no such curve, though single readings can be large; an effect the other way counts as inactive or inconclusive. These rows are one share of the data (hit frequency here may not be typical).

molecule,TRb SRC2 PPI,Epigenetic derep,GLA spleen mod,NPSR antagonist,Tau fibril FP,Tau fluor cs,CBFb-RUNX1 inh,TexasRed fluor
COc1cc2c(cc1OC)C(c1cc3ccccc3oc1=O)=NC(C)(C)C2,4%,-2.5%,14%,4%[46.1 µM],11%,-12%,14%,-1%
Cc1c2c(nc3nc4ccccc4n13)CCCC2=O,-13%,3.6%,-1%,1%[46.1 µM],6%,7%,4%,-2%
CC(C)Cc1nc(SCC(=O)NCc2ccccc2)n[nH]1,7%,0.0%,3%,-5%[46.1 µM],-14%,-6%,-4%,-1%
CCOC(=O)c1ccc(NC(=S)N2CCSC2c2ccc(Cl)cc2)cc1 (stereo not given),16%,4.5%,-2%,-53%,?,?,-24%,-1%
COc1ccc(C(=O)N/N=C/c2ccc(OC)c(CN3CCCc4ccccc43)c2)cc1,6%,0.0%,-8%,-17%,3%,-13%,-4%,-3%
COc1cccc(Cn2c(N)c(C#N)c3nc4ccccc4nc32)c1OC,11%,?,0%,?,-4%,-7%,-15%,2%
COC(=O)c1ccc(COc2ccc(C=O)cc2OC)o1,2%,0.1%,-4%,-10%,0%,-6%,5%,-6%
COc1cccc2cc(-c3nc4sc5c(c4c(=O)[nH]3)CCC(C(C)(C)C)C5)c(=O)oc12 (stereo not given),-4%,0.0%,nt,nt,-7%,-11%,nt,?
CCOC(=O)c1ccc(CNC(=O)c2cc(C(C)(C)C)oc2C)o1,4%,0.0%,-15%,-15%[46.1 µM],-1%,-1%,-5%,0%
Cc1ccc(S(=O)(=O)N2CCCc3cc(NS(=O)(=O)c4ccc(F)cc4)ccc32)cc1,6%,-2.4%,nt,nt,?,?,nt,-1%
CCN(CC)C(=O)CSc1nc2cc3c(cc2c(=O)n1Cc1ccc2c(c1)OCO2)OCO3,0%,0.9%,3%,-14%[46.1 µM],4%,7%,4%,2%
O=C(N/N=C/c1cc2c(cc1Br)OCO2)c1cccnc1,-6%,-0.5%,5%,-26%,-4%,3%,8%,0%

Given with values under each structure: 2 of the compounds above
Sequence of screens: TRb SRC2 PPI | Epigenetic derep | GLA spleen mod | NPSR antagonist | Tau fibril FP | Tau fluor cs | CBFb-RUNX1 inh | TexasRed fluor
Cc1c2c(nc3nc4ccccc4n13)CCCC2=O
    -13% | 3.6% | -1% | 1%[46.1 µM] | 6% | 7% | 4% | -2%
CCOC(=O)c1ccc(CNC(=O)c2cc(C(C)(C)C)oc2C)o1
    4% | 0.0% | -15% | -15%[46.1 µM] | -1% | -1% | -5% | 0%

Next section.
molecule,TRb SRC2 PPI,Epigenetic derep,GLA spleen mod,NPSR antagonist,Tau fibril FP,Tau fluor cs,CBFb-RUNX1 inh,TexasRed fluor
CCN(CC)CCn1nc(C)nc1-c1ccccc1O,6%,0.0%,-14%,-5%[46.1 µM],-5%,2%,1%,-3%
CCN1C(=O)[C@H]2[C@H]3[C@H](O)[C@H](O)C/C(=N\OC[C@@H](C)[C@H](OCc4ccccc4)C(C)C)[C@@H]3CC[C@H]2C1=O,-1%,0.1%,-2%,-19%,-1%,-14%,1%,-1%
O=[N+]([O-])c1cc(C(F)(F)F)ccc1Cl,3%,nt,6%,nt,nt,nt,8%[21.7 µM],-1%
COc1ccccc1/C=N/NC(=O)c1ccc(Br)cc1,0%,1.1%,5%,-3%,5%,-10%,4%,1%
CCc1ccc(NC(=O)C2CCCN(S(=O)(=O)c3ccc4c(c3)oc(=O)n4C)C2)cc1 (stereo not given),8%,-1.5%,nt,nt,?,-29%,nt,0%
O=C(CCN1C(=O)/C(=C/C=C/c2ccccc2)SC1=S)Nc1nc2ccccc2s1,0%,1.1%,4%,-15%,5%,-22%,-8%,2%
CN(C)C(=O)CN1CCN(C(=O)CCl)CC1,-10%,1.7%,-23%,14%,-2%,-3%,1%,-1%
CCOC(=O)c1[nH]c2ccc(OC)cc2c1NC(=O)N1CCOCC1,2%,-2.4%,-8%,-11%[46.1 µM],4%,-2%,2%,2%
COc1ccccc1CNC(=O)CCCOc1cc(=O)n(C)c2ccccc12,-13%,-0.9%,-3%,-14%[46.1 µM],1%,-4%,6%,2%
COc1ccc(Cl)cc1NC(=O)c1cc(S(=O)(=O)N(C)Cc2ccccc2)ccc1F,3%,3.3%,nt,nt,?,-29%,nt,-4%
CCc1nnc(NC(=O)c2nc(S(C)(=O)=O)ncc2Cl)s1,-3%,5.6%,nt,nt,-3%,-15%,nt,4%
COC(=O)c1cc(Cl)c(NS(=O)(=O)c2ccccc2)cc1OC,-16%,0.0%,3%,-15%[46.1 µM],0%,-3%,2%,-1%

(continued)
molecule,TRb SRC2 PPI,Epigenetic derep,GLA spleen mod,NPSR antagonist,Tau fibril FP,Tau fluor cs,CBFb-RUNX1 inh,TexasRed fluor
COCCNC(=O)CSc1nnc2c(Cl)cc(Cl)cn12,-2%,-2.1%,-4%,-9%[46.1 µM],25µM*,-22%,2%,4%
CC(=O)N[C@@H](C(=O)O)C(C)(C)SN=O,11%,-0.3%,6%,nt,?,-20%,12%[21.7 µM],-1%
CC(C)(C)c1ccc(S(=O)(=O)N2CC(=O)Nc3ccccc32)cc1,1%,-4.5%,-1%,-13%[46.1 µM],5%,-14%,-7%,-1%
Cc1ccc2oc(-c3cccc(NC(=O)c4ccc(Br)o4)c3C)nc2c1,1%,0.1%,1%,-3%[46.1 µM],-7%,-8%,-5%,0%
COc1ccc(CNC(=O)CN2CCN(C(c3ccccc3)c3ccccc3)CC2)cc1,-14%,3.4%,-9%,-52%,-1%,0%,-12%,-1%
CCCCOc1ccc(-c2nnn(CC(=O)Nc3ncc(CC(=O)OCC)s3)n2)cc1,1%,0.9%,-6%,-20%[46.1 µM],?,-29%,7%,-2%
CCOC(=O)C1(CC2CCCCO2)CCN(C(=O)Nc2ccc3c(c2)OCO3)CC1 (stereo not given),-3%,1.0%,3%,9%,-4%,-8%,1%,-2%
C=CCn1c(C(CC(C)C)CC(C)O)n[nH]c1=S (stereo not given),-4%,1.0%,-2%,19%,-6%,-5%,9%,-1%
COCC(=O)N(CCc1ccc(OC)c(OC)c1)Cc1nc2ccccc2c(=O)[nH]1,-20%,-1.6%,1%,14%[46.1 µM],-4%,-3%,8%,0%
CCCCOc1cccc(/C=N/NC(=O)c2csc(C)c2C)c1,-1%,-1.7%,-1%,?,-17%,-21%,7%,-2%
COc1ccccc1Oc1ccc(S(=O)(=O)NCc2ccccn2)cc1,-17%,-0.8%,0%,-5%[46.1 µM],-3%,-5%,-4%,-1%
CCOC(=O)c1oc2cc(O)cc(C)c2c(=O)c1-c1cscn1,6%,-3.2%,2%,-8%[46.1 µM],-9%,-8%,4%,1%

A draw from above in order of length of the SMILES, ascending.
molecule,TRb SRC2 PPI,Epigenetic derep,GLA spleen mod,NPSR antagonist,Tau fibril FP,Tau fluor cs,CBFb-RUNX1 inh,TexasRed fluor
COCCNC(=O)CSc1nnc2c(Cl)cc(Cl)cn12,-2%,-2.1%,-4%,-9%[46.1 µM],25µM*,-22%,2%,4%
CCOC(=O)c1oc2cc(O)cc(C)c2c(=O)c1-c1cscn1,6%,-3.2%,2%,-8%[46.1 µM],-9%,-8%,4%,1%
COCC(=O)N(CCc1ccc(OC)c(OC)c1)Cc1nc2ccccc2c(=O)[nH]1,-20%,-1.6%,1%,14%[46.1 µM],-4%,-3%,8%,0%

The listing continues.
molecule,TRb SRC2 PPI,Epigenetic derep,GLA spleen mod,NPSR antagonist,Tau fibril FP,Tau fluor cs,CBFb-RUNX1 inh,TexasRed fluor
O=C(COc1ccc(Br)cc1CNCCCN1CCOCC1)Nc1ccccc1,-6%,-0.9%,4%,0%,2%,1%,0%,-4%
C=CCOc1ccccc1C1C2=C(CC(C)(C)CC2=O)Nc2c1c(=O)n(C)c(=O)n2C (stereo not given),-11%,0.0%,-3%,1%[46.1 µM],-1%,-1%,5%,-2%
Cc1ccc(-c2ccc(CCC(=O)O)n2NC(=O)c2ccc([N+](=O)[O-])cc2)cc1,-7%,0.0%,4%,-7%,0%,10%,-7%,-3%
CCc1nnc(NC(=O)CSc2nc3cccnc3n2Cc2ccccc2)s1,-5%,-1.7%,-15%,-5%[46.1 µM],-1%,-9%,2%,0%
CCOC(=O)c1c(C)[nH]c(C2=NNC(=Nc3ccccc3)SC2)c1C,2%,5.2%,1%,-27%[46.1 µM],?,7.9µM*[quencher],-2%,3%
O=C(CCC1N=C2c3ccccc3N=C(SCC(=O)Nc3ccccc3F)N2C1=O)NCc1ccco1 (stereo not given),-5%,0.0%,nt,nt,2%,-8%,nt,-1%
O=C(NCc1ccccc1)c1ccc2c(=O)n(CCCN3CCCC3=O)c(=S)[nH]c2c1,-7%,4.6%,4%,-18%[46.1 µM],-2%,-18%,0%,-3%
N=c1sccn1CC(=O)Nc1ccc(Cl)c(S(=O)(=O)N2CCOCC2)c1,-1%,-1.0%,5%,3%[46.1 µM],0%,-8%,6%,0%
CSc1nc(N)c(C#N)c(-c2ccccc2Cl)c1C#N,6%,0.0%,8%,-24%[46.1 µM],-20%,?,4%,-8%
Cc1nnc(NC(=O)c2ccccc2Oc2ccccc2)s1,-1%,2.6%,6%,1%,1%,8%,14%,-2%
COc1ccc(NC(=O)N2CCC(Cc3ccccc3)CC2)cc1,-4%,1.4%,1%,-5%,-2%,-16%,-4%,-1%
